NPSR antag: blocks cAMP signaling of the human neuropeptide S receptor; 220,000 compounds, 1% hits; CHO-NPSR cells, cAMP TR-FRET, antagonist mode; AID 1461; Potency, µM (series often up to 38.3 µM), for inactives: at the highest dose activity change, negative = inhibition, hits mostly inhibitors; Q6W5P4; note: potency is the fitted concentration of half-maximal effect; % is set by controls: 0 for no effect and ±100 for the full control effect; nearly all actives have a fitted effect of over 50% in size; many of its hits are not listed in these tables
Target sequence (Q6W5P4 whole entry, looked up): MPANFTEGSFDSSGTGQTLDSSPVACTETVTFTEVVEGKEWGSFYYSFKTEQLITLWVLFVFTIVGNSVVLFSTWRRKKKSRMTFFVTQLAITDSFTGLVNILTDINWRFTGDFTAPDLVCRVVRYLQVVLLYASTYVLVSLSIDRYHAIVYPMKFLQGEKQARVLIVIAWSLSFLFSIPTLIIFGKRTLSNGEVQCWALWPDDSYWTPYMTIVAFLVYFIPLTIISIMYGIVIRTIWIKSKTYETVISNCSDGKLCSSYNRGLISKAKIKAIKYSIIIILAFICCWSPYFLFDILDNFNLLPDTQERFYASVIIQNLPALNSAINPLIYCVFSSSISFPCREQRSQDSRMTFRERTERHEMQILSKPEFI
CBFb RUNX1 block: inhibitors of human CBF-beta and RUNX1 interaction; Q01196+Q13951; AlphaScreen CBFb-His/RUNX1-biotin binding, biochemical; Potency, µM (doses to about 59.8 µM), for inactives: top-dose activity, negative = inhibition, usual class: inhibitors; 230,000 tested, under 10 active; note: % of control where 0% means no effect
Target sequence (Q01196 whole entry, looked up): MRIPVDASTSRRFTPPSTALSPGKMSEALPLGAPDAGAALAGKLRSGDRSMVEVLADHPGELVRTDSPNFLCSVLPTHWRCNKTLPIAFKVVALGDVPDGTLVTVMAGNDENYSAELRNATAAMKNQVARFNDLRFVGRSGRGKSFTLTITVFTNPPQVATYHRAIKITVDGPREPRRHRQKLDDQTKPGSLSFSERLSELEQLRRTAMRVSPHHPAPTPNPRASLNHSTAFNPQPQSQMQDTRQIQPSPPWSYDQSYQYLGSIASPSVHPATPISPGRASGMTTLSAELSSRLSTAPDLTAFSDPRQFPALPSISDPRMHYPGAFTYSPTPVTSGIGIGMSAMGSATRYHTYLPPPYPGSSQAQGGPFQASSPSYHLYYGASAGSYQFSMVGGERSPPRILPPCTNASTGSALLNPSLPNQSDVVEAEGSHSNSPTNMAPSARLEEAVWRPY
Target sequence (Q13951 whole entry, looked up): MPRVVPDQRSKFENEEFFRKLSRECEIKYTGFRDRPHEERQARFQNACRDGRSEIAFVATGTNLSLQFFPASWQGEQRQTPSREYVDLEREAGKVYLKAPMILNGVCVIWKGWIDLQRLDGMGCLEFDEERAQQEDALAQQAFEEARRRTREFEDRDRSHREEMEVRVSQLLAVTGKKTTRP
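Inhibition was taken as any reduction in AlphaScreen signal from the CBF-beta–RUNX1 pair (His and biotin tags, 30 nM each), measured after compound (15 min) and bead (90 min) incubations at room temperature.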
IMPase Li cell: cell-permeable IMPase inhibitors with lithium potentiation; Potency, µM (highest dose often 59.4 µM), for the others: at the top dose activity, negative = IMPase inhibition, most hits filed as inhibitors; CHO-M1 cells, IP1 TR-FRET (IP-One), carbachol + lithium; 210,000 compounds, 0.35% hits;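 note: IP1 builds up when IMPase is blocked and the TR-FRET signal falls; potency is the fitted concentration of half-maximal effect; plate controls were basal vehicle for no effect and high inhibitor control for full effect; nearly all actives have a fitted effect of over 50% in size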
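Lithium-sensitised IP1 accumulation assay; M1-expressing CHO cells treated 30 min at 37C with compound. Competitive antibody detection by time-resolved FRET followed a 10 min room-temperature lysis step.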
Luc counter: counter-screen: inhibitors of Kinase-Glo firefly luciferase; 200,000 compounds, 0.28% hits; AID 1379; Potency, µM (highest dose often 38.3 µM), without a hit: top-dose activity change, negative = inhibition, usual class: inhibitors; Kinase-Glo luciferase, ATP luminescence, 8 min; Q27757; note: potency is the fitted concentration of half-maximal effect; % is set by controls: 0 for no effect and ±100 for the full control effect; nearly all actives have a fitted effect of over 60% in size
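Light output from Kinase-Glo luciferase with luciferin and 10 uM ATP in 50 mM imidazole pH 7.2, KCl, MgCl2, Tween 20, BSA; compound pin-delivered, 8-min ambient incubation, then luminescence read.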
HttQ103 aggreg: inhibitors of mutant huntingtin aggregate formation in PC12 cells; Potency, µM (top dose mostly 46.1 µM), inactives show at the top dose activity change, negative = inhibition, most hits filed as inhibitors; PC12 HttQ103-GFP aggregates, Acumen cytometry, 40 h; AID 1688; 220,000 compounds, 1.1% hits; note: potency is the fitted concentration of half-maximal effect; % is set by controls: 0 for no effect and ±100 for the full control effect; nearly all actives have a fitted effect of over 60% in size
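Quantitative HTS on tebufenozide-induced (100 nM) PC12 cells stably expressing polyQ103 Huntingtin exon 1–GFP. Reduction of bright GFP aggregates, detected by laser scanning cytometry after lysis, identified actives across the titration.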
Epigenetic derep: epigenetic control regulation, reporter derepression. murine LDR cells, GFP reporter derepression, 30 h. Potency, µM (highest dose often 53.9 µM), without a hit: at the top dose GFP activation, hits mostly activators. 280,000 compounds, 0.2% hits. AID 1865; note: potency is the fitted concentration of half-maximal effect; % of control where 0% means no effect; nearly all actives have a fitted effect of over 60% in size
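Murine LDR cells bearing a silenced CMV-driven GFP reporter were exposed to compound for 30 h at 37 C. After PBS washes, GFP-positive cells (20-120 um objects) counted by laser-scanning microplate cytometry.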
LMNA splice mod: modulators of lamin A splicing. HeLa LMNA splicing GFP/RFP minigene ratio, 48 h. Potency, µM (top dose mostly 46.1 µM), for inactives: at the top dose ratio change, negative = inhibition, most hits filed as inhibitors. 200,000 compounds, 0.01% hits. AID 1487; active = well fitted inhibition curve with a large enough effect in the signal ratio, with a control signal flat, not every such curve was filed as active; inconclusive = small, poorly fitted or top-dose-only effect, or effect the other way, or a change in a side signal; the % refers to the signal ratio; note: potency is the fitted concentration of half-maximal effect; % is set by controls: 0 for no effect and ±100 for the full control effect
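S3 HeLa stable clones carrying a lamin A-EGFP splicing minigene plus DsRed2 were seeded at 600 cells/well in Opti-MEM with 2% FBS, pin-dosed and incubated 48 h at 37°C. Acumen cytometry (488 nm) gave the GFP/RFP total-intensity ratio.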
Active calls of the source: *; ? = inconclusive; nt = not tested or not shown; & = joins results of further samples; [ ] = another dose, or the depositor's remark. Unless noted, calls come from the whole dose curve; as a rule, active = well fitted curve in the direction sought with a large enough effect; inconclusive = small, poorly fitted or top-dose-only effect, or another doubt; inactive = no such curve, though single readings can be large; an effect the other way counts as inactive or inconclusive.

SMILES	NPSR antag	CBFb RUNX1 block	IMPase Li cell	Luc counter	HttQ103 aggreg	Epigenetic derep	LMNA splice mod
COc1ccc(Nc2cc(C(=O)NCCCN3CCOCC3)c3ccccc3n2)c(OC)c1	-7%[46.1 µM]	-12%	34%[38.3 µM]	-7%	5%	0.0%	1%
CC(=O)Nc1ccc(S(=O)(=O)N2CCSC2c2ccco2)cc1 (stereo not drawn)	9%	-3%	2%	nt	7%[9.22 µM]	-1.2%	nt
CCCCn1c(Oc2ccc(C(=O)OC)cc2)nc2c1c(=O)n(C)c(=O)n2C	-16%[46.1 µM]	0%	28%[38.3 µM]	-1%	-12%	-4.0%	?
CC(=O)c1sc(NS(=O)(=O)c2ccc(C)cc2)nc1C	7%	-4%	-21%	3%	33%	-0.1%	nt
Cc1cc(C(=O)Nc2ccc3c(c2)OCO3)cs1	-4%[46.1 µM]	1%	2%[38.3 µM]	?	18%	-2.1%	-3%
CCc1ccc(C(=O)COC(=O)CNC(=O)CNC(=O)Cc2ccccc2)cc1	1%[46.1 µM]	8%	8%[38.3 µM]	-2%	32%	1.1%	12%
Cc1ccc2c3c(cccc13)-c1ccccc1C2=O	-2%	-1%	0%	2%	-27%	-0.1%	-7%
COC(=O)Nc1sc2c(c1C(N)=O)CCCCCC2	4%[46.1 µM]	9%	21%[38.3 µM]	1%	9%	-11%	-13%
CCn1c(SCC(=O)C(C)(C)C)nnc1-c1cnccn1	-7%[46.1 µM]	7%	14%	-1%	6%	0.0%	-2%
Cc1ncc(CO)c2cc(-c3nnc(Nc4ccc5c(c4)OCO5)s3)c(=O)oc12	13%	1%	nt	nt	7%[9.22 µM]	0.0%	nt
O=C(N/N=C1\CCS(=O)(=O)c2ccc(F)cc21)c1ccc([N+](=O)[O-])cc1	-2%	-11%	nt	nt	-24%[9.22 µM]	3.2%	nt
O=C(NCc1cccs1)c1ccc(Cl)s1	4%[46.1 µM]	11%	4%	4%	-14%	0.9%	-9%
CCn1c(SCC(=O)Nc2ccc(C(C)=O)cc2)nc2nc3c(cc2c1=O)COC(C)(C)C3	-25%	-2%	nt	nt	-13%[9.22 µM]	-0.5%	nt
CCCCNC(=S)N(C)/N=C/c1ccccc1F	8%	10%	20%	5%	0%	2.0%	-1%
O=C(CSc1ccccn1)Nc1cccc(NC(=O)CSc2ccccn2)n1	-3%[46.1 µM]	4%	14%[38.3 µM]	-4%	2%	0.0%	-3%
CC(C)CNC(=O)CSc1ccc(Cl)cc1	-3%[46.1 µM]	6%	17%[38.3 µM]	-3%	-4%	-0.3%	6%
COC(=O)c1ccc(Cn2nc([N+](=O)[O-])c(Br)c2C)cc1	15%	-2%	nt	nt	-4%[9.22 µM]	1.1%	nt
O=C(CSc1ncn[nH]1)c1ccc2c(c1)OCCO2	-7%[46.1 µM]	-1%	26%[38.3 µM]	-2%	-22%	0.0%	4%
Cc1ccc(C2C(C#N)=C(N)SC(N)=C2C#N)c(C)c1	-10%[46.1 µM]	4%	7.9µM*	2%	9%	-0.6%	?
CS(=O)(=O)N1CCSC1c1ccc(Br)cc1 (stereo not drawn)	11%	7%	nt	nt	-17%[9.22 µM]	0.4%	nt
COCC(=O)NCc1ccc2c(c1)OCO2	6%[46.1 µM]	-1%	nt	nt	16%	-10.0%	0%
CC(C)CCNC(=O)c1ccc2c(c1)N(Cc1ccccc1)C(=O)CS2=O (stereo not drawn)	-10%[46.1 µM]	12%	26%[38.3 µM]	0%	-3%	-0.8%	-7%
COc1ccc(OC)c(C(=O)c2coc3ccc(O)cc23)c1	-15%[46.1 µM]	6%	24%[38.3 µM]	14%	?	7.5%	?
Cc1ccc(C(=O)CSc2nc(-c3ccccc3)ccc2C#N)cc1	-31%	?	8%	0%	24%	9.7%	-3%
Cc1ccc(C(C)NC(=O)c2ccco2)cc1 (stereo not drawn)	7%[46.1 µM]	3%	-3%	-2%	-8%	-1.2%	-5%
CC1CCCN(S(=O)(=O)c2ccc(NC(=O)c3cccc(-n4cnnn4)c3)cc2)C1 (stereo not drawn)	-14%[46.1 µM]	9%	39%[activator][38.3 µM]	0%	-11%	2.0%	-10%
CCOC(=O)c1c(/N=C/C2C(=O)CCCC2=O)sc2c1CCCC2	-28%	-16%	18%	0%	-1%	-4.5%	nt
CCOC(=O)N1CCC(Nc2nc3ccccc3n3nnnc23)CC1	-11%[46.1 µM]	2%	7%[38.3 µM]	-4%	-2%	2.2%	-7%
Cc1sc2nc(-c3ccccc3)[nH]c(=O)c2c1-c1ccccc1	-16%	-3%	-20%	-5%	17%	1.1%	16%
Cc1cc(C(F)F)n2nc(C(=O)Nc3c(F)cc(F)cc3Br)nc2n1	-27%[46.1 µM]	2%	8%[38.3 µM]	-1%	22%	1.3%	12%
O=C1Cc2ccccc2C(=O)N1Cc1ccccc1	3%[46.1 µM]	5%	31%[38.3 µM]	-2%	-4%	-8.5%	6%
CCOC(=O)c1sc(NC(=O)/C=C/c2ccccc2)nc1C	?	4%	-5%	1%	8%	-6.1%	?
CCC1Oc2ccccc2N(CC(=O)NCc2ccco2)C1=O (stereo not drawn)	-20%	-7%	12%	-5%	-1%[9.22 µM]	0.0%	-8%[46 µM]
FC(F)(F)c1ccc(CN2CCCCCC2)cc1	-9%[46.1 µM]	-3%	-5%[38.3 µM]	8%	15%[9.22 µM]	-3.0%	6%
O=C(Nc1ccc2oc(-c3cccc4ccccc34)nc2c1)c1ncn[nH]1	-10%[46.1 µM]	-6%	?	-6%	22%	3.1%	?
CCOC(=O)C1CCN(C(=O)c2cccc(Cl)c2)CC1	-7%[46.1 µM]	12%	30%[38.3 µM]	0%	-18%	-2.9%	-2%
Cc1cc(-n2c(C)cc(C(=O)CSc3ccc4c(c3)OCCO4)c2C)no1	-28%[46.1 µM]	-12%	5%[38.3 µM]	-3%	?	0.8%	?
C=CCOC(=O)C1=C(C)OC(N)=C(C#N)C1c1ccoc1 (stereo not drawn)	-5%[46.1 µM]	3%	5%[38.3 µM]	-2%	-12%	-0.8%	10%
O=C(/C=C/c1cccc(Cl)c1)c1nc2ccccc2[nH]1	-23%[46.1 µM]	-3%	17%[38.3 µM]	-15%	-3%	-2.2%	17%
COc1ccc(/C=N/n2cnnc2SCc2ccccc2)cc1	-7%[46.1 µM]	1%	11%[38.3 µM]	-2%	3%	0.0%	8%
O=C(c1ccc(-n2cccc2)cc1)N1CCOCC1	1%[46.1 µM]	-3%	26%[38.3 µM]	0%	28%	0.1%	1%
COC(=O)NNC(=O)c1ccc(Cl)cc1Cl	15%	3%	-5%	-6%	-1%	0.0%	?
O=C(O)c1cc2c(s1)-c1ccccc1CC2	-2%	-19%	-12%	1%	-15%	1.7%	?
Cc1ccc(OCC(=O)N2CC3(C)CC2CC(C)(C)C3)cc1 (stereo not drawn)	7%[46.1 µM]	0%	0%	-2%	7%	0.0%	-1%
Cc1nc(NC2CCCCC2)c2nc(-c3ccccc3)n(CCN(C)C)c2n1	nt	-13%	6%	-4%	nt	-0.2%	nt
C#CCNC(=O)C1=C[C@@H](c2ccc(C#C)cc2)[C@H](CCCO)[C@@H](OCC)O1	4%	4%	-13%	nt	14%[9.22 µM]	1.2%	nt
N#CC1=C(N)C(C#N)(C#N)[C@H](c2ccsc2)[C@H]2COCC=C12	-7%[46.1 µM]	10%	16%[38.3 µM]	-2%	9%	-0.8%	11%
Cc1cc(C)n2cc(CSc3nc4ccccc4s3)nc2n1	18%	-8%	7%	3%	7%	-1.0%	-9%
CC(=O)C1=C(C)NC(=S)NC1c1cccc([N+](=O)[O-])c1 (stereo not drawn)	1%	?	10%	-4%	12%	-0.1%	3%[46 µM]
COc1ccc2nc(NC(=O)NC3CCCCC3)sc2c1	-27%	-4%	nt	nt	-22%[9.22 µM]	0.0%	nt

(list continues)
SMILES	NPSR antag	CBFb RUNX1 block	IMPase Li cell	Luc counter	HttQ103 aggreg	Epigenetic derep	LMNA splice mod
C/C(Cc1ccccc1)=N\NC(=O)CNC(=O)c1ccc2c(c1)OCCO2	5%	1%	nt	nt	3%[9.22 µM]	0.0%	nt
CC1(C)CC(=O)C=C(Nc2ccc3c(c2)OCCO3)C1	-8%[46.1 µM]	2%	-8%[38.3 µM]	1%	-5%	-0.3%	-5%
O=C1CCC(=O)N1c1nc2nc(-c3ccccc3)cc(-c3ccccc3)n2n1	-18%[46.1 µM]	4%	-23%[38.3 µM]	5%	5%	5.6%	10%
Cc1cc(-c2nc3ncccc3o2)ccc1N	-4%[46.1 µM]	-1%	-3%	-25%	-6%	-0.8%	?
O=C(Cc1sc(-c2ccccc2Cl)nc1-c1ccccc1)Nc1ccccc1	?	-2%	?	1%	3%	0.0%	-6%
Clc1ccc(C2[C@H]3CN(Cc4ccc(-c5ccccc5)cc4)[C@H](c4ccccc4)C34CC2(c2cccnc2)C4)cn1 (stereo partly drawn)	-34%	-7%&4%	-1%	-1%	?	1.5%&-0.8%	nt
CN(C)c1nc(N)nc(Nc2ccccc2C#N)n1	-10%[46.1 µM]	3%	2%[38.3 µM]	3%	-14%	0.6%	-11%
NC(=O)c1sc2nc3c(c(-c4cccs4)c2c1N)CCCC3	-23%	18%	-6%	-3%	nt	13%	?
COC(=O)c1ccc2nc(C)c(C)nc2c1	4%[46.1 µM]	-1%	13%[38.3 µM]	-2%	19%	2.3%	12%
CCOc1ccccc1NC(=O)Cn1c(=O)n(CCC(=O)NC2CCCC2)c(=O)c2ccccc21	-9%[46.1 µM]	2%	-7%[38.3 µM]	-2%	15%[9.22 µM]	-0.2%	17%
CCOC(=O)c1ccccc1NC(=O)CN(c1ccccc1)S(=O)(=O)N(C)C	-29%[46.1 µM]	14%	21%[38.3 µM]	4%	-11%	3.6%	2%
COc1ccc(S(=O)(=O)Nc2cc3c(C(C)=O)c(C)oc3c3ccccc23)cc1	13%[46.1 µM]	-4%	37%[activator][38.3 µM]	-2%	8%	5.6%	?
Cn1c(CNc2ccccc2O)nc2ccccc21	-6%[46.1 µM]	?	9%[38.3 µM]	9%	22%	1.7%	?
COc1cccc(-n2nnnc2SCC(=O)NCCc2ccccc2)c1	-26%[46.1 µM]	2%	-1%[38.3 µM]	-1%	-6%	0.7%	14%

Record cards, from the list above. Order of values: NPSR antag	CBFb RUNX1 block	IMPase Li cell	Luc counter	HttQ103 aggreg	Epigenetic derep	LMNA splice mod
Profile of `COc1cccc(-n2nnnc2SCC(=O)NCCc2ccccc2)c1` = -26%[46.1 µM]	2%	-1%[38.3 µM]	-1%	-6%	0.7%	14%
Profile of `Cn1c(CNc2ccccc2O)nc2ccccc21` = -6%[46.1 µM]	?	9%[38.3 µM]	9%	22%	1.7%	?

An excerpt; the hit share may differ from the screen's.
